Compound activity: PubChem, several laboratories
ASAP1 GAP inh = blocks human ASAP1-stimulated Arf1 GTP hydrolysis | Q9ULH1 | GDP FP detection | inhibition, % at 16.5 µM | 360,000 compounds, 0.19% hits; in the data active = inhibition above about 25%;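 also: 0% = vehicle with enzyme and substrate and 100% = no enzyme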
sPLA2-III inh = Inhibits HGIII-sPLA2 liposome hydrolysis, primary screen | 370,000 compounds, 0.56% hits | Q9NZ20 | inhibition, % at 12.2 µM | AID 743126 | QFRET BODIPY PC-A2 liposome hydrolysis, fluorescence;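 active = inhibition above mean plus 3 SD of compounds lying within the high and low control bounds, cut at about 19% in these data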;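 also: 0% = median of test compound wells and 100% = no enzyme DMSO wells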
Target sequence (Q9NZ20 whole entry, looked up): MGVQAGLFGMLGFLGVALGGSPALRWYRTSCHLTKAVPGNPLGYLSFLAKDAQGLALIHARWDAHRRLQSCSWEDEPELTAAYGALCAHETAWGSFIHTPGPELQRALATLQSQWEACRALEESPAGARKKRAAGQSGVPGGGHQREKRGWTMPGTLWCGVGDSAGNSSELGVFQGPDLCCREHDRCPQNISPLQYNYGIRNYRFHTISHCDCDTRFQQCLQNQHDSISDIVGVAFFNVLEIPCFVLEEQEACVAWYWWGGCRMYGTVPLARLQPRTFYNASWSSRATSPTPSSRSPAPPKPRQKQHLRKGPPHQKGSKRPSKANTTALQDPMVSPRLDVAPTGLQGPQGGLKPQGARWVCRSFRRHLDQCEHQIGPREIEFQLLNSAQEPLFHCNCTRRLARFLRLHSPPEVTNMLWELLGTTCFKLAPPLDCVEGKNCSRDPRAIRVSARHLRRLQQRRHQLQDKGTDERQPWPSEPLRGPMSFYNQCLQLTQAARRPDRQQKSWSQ
UHRF1 MBD2 ctr = blocks human UHRF1 binding to methylated DNA. Q96T88. UHRF1 binding to methylated oligo, TR-FRET. inhibition, % at 4.4 µM. 370,000 compounds, 0.75% hits; in the data active = inhibition above about 21%;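 also: UHRF1 SRA domain binding a hemimethylated CpG hairpin DNA probe; 0% = median of test compound wells and 100% = reference inhibitor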
ARFGAP1 inh = inhibitors of rat ARFGAP1 | inhibition, % at 16.5 µM | 360,000 compounds, 0.26% hits | Q62848 | Arfgap1-stimulated ARF1 GTP hydrolysis, GDP FP detection;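 active = inhibition above a per-plate limit, mean inhibition of low control wells plus 3 SD, cut at about 25% in these data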;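 also: 0% = DMSO wells with enzyme and 100% = wells lacking Arfgap1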
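Replicates: Single well per compound | Assay system: Truncated rat Arfgap1 GAP domain | Control set: No-Arfgap1 wells (100%) versus DMSO full-reaction wells (0%) | Times: Enzyme reaction 120 min at 25 °C after 20 min preincubation | Reagent: Human ARF1(Δ1-17)-GTP substrate | Measured by: Tracer-displacement fluorescence polarization with EDTA stop, 620/688 nm | Measure: Percent inhibition of Arfgap1-stimulated GTP hydrolysis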
PLCg1 inh = PLC-gamma1 (human) inhibition, primary screen. 370,000 compounds, 0.84% hits. inhibition, % at 12.2 µM. P19174. AID 720700. purified PLC-gamma1, fluorogenic substrate, fluorescence; in the data active = inhibition above about 9.5%
DDE Tn7 FP inh = inhibitors of Tn7 peptide binding to human fibrin DD(E). FP displacement of FITC-Tn7 peptide from fibrin DD(E); 0% = median of compound wells per plate. inhibition, % at 8.3 µM. 370,000 compounds, 0.13% hits. AID 720508;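 active = inhibition above the mean of compounds falling within the control limits plus 3 SD of them, cut at about 14% in these data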;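 also: 0% = plate median of compound wells and 100% = 10 µM Aha-Tn7 peptide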
Target sequence (P02675 whole entry, looked up): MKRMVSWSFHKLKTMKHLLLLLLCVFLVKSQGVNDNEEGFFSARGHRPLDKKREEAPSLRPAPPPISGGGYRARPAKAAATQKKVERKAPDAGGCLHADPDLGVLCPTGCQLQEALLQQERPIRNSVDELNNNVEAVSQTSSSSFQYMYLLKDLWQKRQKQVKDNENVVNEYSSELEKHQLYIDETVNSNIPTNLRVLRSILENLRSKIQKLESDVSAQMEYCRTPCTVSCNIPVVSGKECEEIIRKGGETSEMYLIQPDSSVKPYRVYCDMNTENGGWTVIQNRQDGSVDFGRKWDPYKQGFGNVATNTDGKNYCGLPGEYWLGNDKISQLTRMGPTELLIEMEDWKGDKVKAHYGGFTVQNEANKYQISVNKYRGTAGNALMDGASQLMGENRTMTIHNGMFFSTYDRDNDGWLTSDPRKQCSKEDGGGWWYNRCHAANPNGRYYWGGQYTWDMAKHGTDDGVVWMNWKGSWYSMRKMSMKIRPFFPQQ
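System: human fibrin DD(E); quantity: Fibrin-DD(E) at 2 µM final; also added: fluorescent Tn7 probe at 0.1 µM; compound dosing: single nominal test concentration of 8.3 µM per compound; schedule: 10 min preincubation, 3 h with tracer, room temperature; detection: fluorescence polarization of the labelled Tn7 tracer; repeats: one replicate per compound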
DDE Tn6 FP inh = DD(E)-Tn6 binding inhibition, primary FP screen. P02675. Fibrin DD(E) TRITC-Tn6 fluorescence polarization displacement. inhibition, % at 8.3 µM. 370,000 compounds, 0.21% hits;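 active = inhibition above a per-campaign cutoff: mean of compounds within control limits plus 3 SD, cut at about 15% in these data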;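 also: 0% = median of all compound wells on the plate and 100% = blocking peptide control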
proKLK7 act = activators of human kallikrein-7 zymogen | 370,000 compounds, 0.9% hits | activation, % at 7 µM | P49862 | purified proKLK7, EDANS-DABCYL substrate fluorescence; 100% is mature enzyme control, 0% vehicle;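 active = activation above the mean of all tested compounds plus 3 SD, computed per campaign excluding outliers beyond control limits, cut at about 13% in these data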
NR1D1 modulator = modulators of human Rev-erb alpha DNA binding; P20393; AID 1259318; activity, % at 10 µM; Rev-erbα–FITC-DNA binding, fluorescence polarization, 90 min; 370,000 compounds, 0.79% hits;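 active = activity above about 14%, limit read from the data; passing the limit was not always enough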;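 also: 0% = DMSO wells with 35 nM protein and 100% = DMSO wells with 750 nM protein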
PLCb3 inh = blocks human PLC-beta3 enzyme activity; 370,000 compounds, 0.18% hits; Purified PLC-beta3, fluorogenic substrate, fluorescence; inhibition, % at 12.2 µM; AID 720704; Q01970; in the data active = inhibition above about 11%;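 also: 0% = median of compound wells on plate and 100% = full blocker control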
Numbers without * were called inactive; nt = no result given.

1: COc1ccc2[nH]c(C)c(C(=O)CN3CCOCC3)c2c1
2: COc1ccc(N2CC(O)=C(c3nc(-c4ccccc4)cs3)C2=N)cc1
3: COC(=O)C(NC(=O)Nc1ccccc1OC)C(C)C (stereo not drawn)
4: CC(Oc1ccc(-c2ccccc2)c(F)c1)c1ccn(S(=O)(=O)c2ccc(F)cc2)n1 (stereo not drawn)
5: CN1CCN(c2c([N+](=O)[O-])cnc3ccccc23)CC1
6: CC(=O)c1cccc(NC(=O)c2cc(=O)[nH]c3ccccc23)c1

compound no. | 1 | 2 | 3 | 4 | 5 | 6
ASAP1 GAP inh | 9 | 0 | -11 | -25 | 9 | -1
sPLA2-III inh | 0 | 0 | 1 | -11 | 2 | -7
UHRF1 MBD2 ctr | 0 | 1 | -3 | 2 | 2 | -2
ARFGAP1 inh | -5 | 8 | 1 | -6 | -7 | -1
PLCg1 inh | 0 | -5 | 4 | -2 | 6 | -6
DDE Tn7 FP inh | -9 | 2 | 3 | 7 | -1 | -4
DDE Tn6 FP inh | 0 | 8 | 4 | -2 | -6 | -4
proKLK7 act | 0.4 | -0.6 | -0.8 | 0.5 | -0.3 | 0.1
NR1D1 modulator | -5 | 4 | 2 | -4 | -8 | 5
PLCb3 inh | -3 | -10 | 0 | 0 | 2 | -17

7: CC(C)C[C@@H](CN)NC(=O)c1nc[nH]c1C(=O)N[C@@H](Cc1ccccc1)C(=O)CNC[C@H](C)NC(=O)c1nc[nH]c1C(=O)N[C@@H](C)C(=O)O
8: COc1cccc(C(=O)Nc2cccc3ccccc23)c1OC
9: CCOC(=O)c1csc(NC(=O)c2ccc(S(=O)(=O)N3CCCC3)cc2)n1
10: CS(=O)c1ccccc1-c1nc(-c2ccc(Cl)cc2)no1 (stereo not drawn)
11: COC(=O)CSc1ccc(S(=O)(=O)N2CCCCCC2)cc1[N+](=O)[O-]
12: COC(=O)Nc1sc2nc(C)cc(C)c2c1-n1cccc1

compound no. | 7 | 8 | 9 | 10 | 11 | 12
ASAP1 GAP inh | -9 | -10 | -11 | 2 | -1 | -18
sPLA2-III inh | 6 | 2 | 15 | -3 | -17 | -10
UHRF1 MBD2 ctr | 2 | -1 | 4 | 0 | -2 | 8
ARFGAP1 inh | 1 | 2 | 14 | 8 | 8 | 15
PLCg1 inh | 1 | -2 | 7 | 1 | -4 | -1
DDE Tn7 FP inh | 0 | -5 | -1 | 2 | -4 | -2
DDE Tn6 FP inh | 7 | -6 | -10 | -5 | -7 | -3
proKLK7 act | 0.4 | 0.3 | 0.0 | -0.4 | -0.2 | 0.4
NR1D1 modulator | -2 | -7 | -5 | -4 | 2 | 2
PLCb3 inh | -1 | -10 | -3 | 3 | -9 | -3

13: Cc1noc(C)c1CNCc1ccccc1
14: COc1cccc(OC(C)CCN2CCC(C(O)(c3ccccc3)c3ccccc3)CC2)c1 (stereo not drawn)
15: Cc1nn(S(=O)(=O)c2ccc(F)cc2)c(C)c1S(=O)(=O)N1CCOCC1
16: O=C(c1ccc(-c2ccccc2)cc1)N1CCN(Cc2ccccn2)CC1
17: Cc1ccccc1NC(=O)COC(=O)Cc1cccc(C(F)(F)F)c1
18: COc1cc(C2C(C#N)=C(C)NC3=C2C(=O)CC(C)(C)C3)ccc1OCCO (stereo not drawn)

compound no. | 13 | 14 | 15 | 16 | 17 | 18
ASAP1 GAP inh | -8 | nt | -3 | -8 | 1 | -5
sPLA2-III inh | 13 | -17 | 6 | 1 | -24 | 2
UHRF1 MBD2 ctr | 3 | 1 | 4 | 1 | -3 | -1
ARFGAP1 inh | -5 | nt | 13 | 5 | 12 | 4
PLCg1 inh | -2 | 3 | 4 | -1 | 1 | -35
DDE Tn7 FP inh | 0 | 2 | -6 | -1 | -7 | -1
DDE Tn6 FP inh | -4 | 3 | 2 | 4 | -9 | -2
proKLK7 act | 0.5 | -0.3 | 0.7 | -0.7 | 0.1 | 0.8
NR1D1 modulator | 10 | -3 | 0 | -4 | 2 | -3
PLCb3 inh | -9 | -1 | -2 | 0 | 2 | -41

19: O=C(N/N=C/c1ccc2c(c1)OCO2)c1ccc(NC(=O)c2ccccc2Cl)cc1
20: S=C(Nc1cccc(Cl)c1)NC1CCCCC1
21: O=C(c1ccc2c(=O)n3c(nc2c1)CCCCC3)N1CCN(c2cccc(Cl)c2)CC1
22: CSc1nc2ccccc2n1CC(=O)Nc1c(C)n(C)n(-c2ccccc2)c1=O
23: COc1ccc(C2CC(=O)N(c3ccccc3)C3=C2C(=O)CCC3)cc1 (stereo not drawn)
24: CC(=O)Nc1ccc(-c2csc(NC(=O)CCNC(=O)c3ccco3)n2)cc1

compound no. | 19 | 20 | 21 | 22 | 23 | 24
ASAP1 GAP inh | 9 | -8 | -5 | -9 | -1 | 8
sPLA2-III inh | -2 | -5 | -3 | 9 | 4 | 1
UHRF1 MBD2 ctr | -2 | 1 | -2 | 3 | 1 | 0
ARFGAP1 inh | -3 | -2 | -9 | 9 | 8 | -5
PLCg1 inh | -42 | 0 | 2 | 0 | -2 | -7
DDE Tn7 FP inh | 0 | 4 | 1 | 12 | 3 | 3
DDE Tn6 FP inh | 1 | 9 | 2 | 0 | -5 | -2
proKLK7 act | -2.0 | 0.8 | 0.3 | -0.3 | 0.1 | 0.0
NR1D1 modulator | 1 | -2 | 7 | -4 | -6 | 1
PLCb3 inh | -84 | 2 | -3 | 0 | -9 | -12

25: CCN1CCN(S(=O)(=O)c2c(C)[nH]c(C)c2C(=O)N2CCCCC2)CC1
26: Cc1cccc(C)c1-n1nnnc1C1(C)CCC(=O)N1Cc1cccs1 (stereo not drawn)
27: Cc1ccc([C@H]2C[C@@H](O)[C@H](n3cc(-c4ccc(F)cc4)nn3)CN2Cc2cccs2)cc1
28: Cc1ccc(NC(=O)/C=C/c2ccc3c(c2)OCO3)nc1
29: Cc1ccc(C)c(OC2=NS(=O)(=O)c3ccccc32)c1
30: C[C@]12CCC3C(CC[C@H]4CC(O)CC[C@]34C)C1CC/C2=N/NC(=O)c1ccncc1 (stereo partly drawn)

compound no. | 25 | 26 | 27 | 28 | 29 | 30
ASAP1 GAP inh | -11 | 3 | -2 | 14 | -23 | 8
sPLA2-III inh | -1 | -1 | -2 | 3 | 0 | -3
UHRF1 MBD2 ctr | -3 | 20 | -1 | -2 | -2 | 1
ARFGAP1 inh | 3 | -5 | 10 | 9 | 1 | 3
PLCg1 inh | 3 | 0 | 1 | -14 | 1 | 2
DDE Tn7 FP inh | 10 | -2 | 5 | -1 | 4 | 3
DDE Tn6 FP inh | 1 | -2 | -1 | 12 | -2 | 4
proKLK7 act | -0.4 | -0.1 | 0.7 | 1.1 | -0.3 | 0.2
NR1D1 modulator | -4 | 1 | 1 | -5 | -1 | 4
PLCb3 inh | -3 | 3 | 2 | -14 | 3 | -4

31: CCOC(=O)C1=C(CN2CCCCCC2)NC(=O)NC1c1cccc([N+](=O)[O-])c1 (stereo not drawn)
32: CCNc1c(NS(=O)(=O)c2ccc(C3CCCCC3)cc2)c(=O)oc2ccccc12
33: Cc1c(Cl)cccc1NC(=O)c1cccc(NC(=O)CCC(=O)O)c1
34: O=C(NCc1ccc(Cl)c(Cl)c1)c1ccco1
35: CC(/C=C1\SC(=S)N(CCC(=O)Nc2cccc(C(=O)O)c2)C1=O)=C\c1ccccc1
36: CCOC(=O)C1=C(C)NC(C)=C(C(=O)OCC)C1C(=O)OCC(=O)N1CCc2ccccc2C1

compound no. | 31 | 32 | 33 | 34 | 35 | 36
ASAP1 GAP inh | 9 | -6 | 6 | -3 | 0 | -4
sPLA2-III inh | -5 | -13 | 11 | -3 | -15 | -9
UHRF1 MBD2 ctr | -3 | 4 | 1 | 1 | 1 | 2
ARFGAP1 inh | -12 | 11 | -3 | 19 | 3 | -6
PLCg1 inh | -2 | 5 | -1 | 1 | -3 | -42
DDE Tn7 FP inh | -2 | -3 | -7 | -2 | 7 | -9
DDE Tn6 FP inh | 7 | -4 | -5 | 2 | -2 | 3
proKLK7 act | 0.2 | 0.0 | -0.2 | -0.7 | -0.8 | 0.4
NR1D1 modulator | 7 | 1 | 1 | -2 | -4 | 1
PLCb3 inh | -8 | -2 | -1 | -2 | -8 | -50

Molecules shown so far that have an NH in an aromatic ring:
1: COc1ccc2[nH]c(C)c(C(=O)CN3CCOCC3)c2c1
6: CC(=O)c1cccc(NC(=O)c2cc(=O)[nH]c3ccccc23)c1
7: CC(C)C[C@@H](CN)NC(=O)c1nc[nH]c1C(=O)N[C@@H](Cc1ccccc1)C(=O)CNC[C@H](C)NC(=O)c1nc[nH]c1C(=O)N[C@@H](C)C(=O)O
25: CCN1CCN(S(=O)(=O)c2c(C)[nH]c(C)c2C(=O)N2CCCCC2)CC1

compound no. | 1 | 6 | 7 | 25
ASAP1 GAP inh | 9 | -1 | -9 | -11
sPLA2-III inh | 0 | -7 | 6 | -1
UHRF1 MBD2 ctr | 0 | -2 | 2 | -3
ARFGAP1 inh | -5 | -1 | 1 | 3
PLCg1 inh | 0 | -6 | 1 | 3
DDE Tn7 FP inh | -9 | -4 | 0 | 10
DDE Tn6 FP inh | 0 | -4 | 7 | 1
proKLK7 act | 0.4 | 0.1 | 0.4 | -0.4
NR1D1 modulator | -5 | 5 | -2 | -4
PLCb3 inh | -3 | -17 | -1 | -3

Additional records.
37: CSc1ncc(Cl)c(C(=O)Nc2cccc3ccccc23)n1
38: CC1(C(=O)Nc2ccc3c(c2)OCO3)Cc2c(-c3ccccc3)ccnc2O1 (stereo not drawn)
39: COc1ccc(S(=O)(=O)N2CCC[C@H]2C(=O)N2CCC[C@H]2C(=O)NCc2ccccn2)cc1C
40: CCn1c(SCc2ccccc2)nc2c1c(=O)[nH]c(=O)n2C
41: Cc1ccccc1NC(=S)N(CCc1c(C)[nH]c2ccc(F)cc12)Cc1cccnc1
42: COC(=O)c1c(NC(=O)CCc2ccc(C)o2)sc(C)c1C
43: COc1ccc([N+](=O)[O-])cc1NC(=O)C(C)OC(=O)/C=C/c1ccco1 (stereo not drawn)

compound no. | 37 | 38 | 39 | 40 | 41 | 42 | 43
ASAP1 GAP inh | 0 | 7 | 0 | -3 | 16 | 0 | -11
sPLA2-III inh | 1 | 1 | 6 | 4 | -3 | -7 | 11
UHRF1 MBD2 ctr | -1 | -2 | -2 | 4 | -3 | 0 | 4
ARFGAP1 inh | 11 | 6 | 3 | 13 | 1 | 1 | -6
PLCg1 inh | 4 | -4 | 0 | 2 | 2 | -5 | 3
DDE Tn7 FP inh | -4 | 0 | 2 | -4 | -1 | 4 | -1
DDE Tn6 FP inh | -3 | -1 | -1 | -6 | 3 | -8 | 2
proKLK7 act | -0.5 | 0.1 | -0.3 | 0.0 | -0.3 | -0.4 | -0.1
NR1D1 modulator | -1 | 2 | 1 | -2 | 0 | -7 | -3
PLCb3 inh | 3 | 2 | 1 | -2 | 1 | -5 | 4
